FN deposition inh: fibronectin deposition inhibition; AH1F fibroblasts, Alexa488-fibronectin deposition fluorescence, overnight; inhibition, % at 12.6 µM; hit rate 0.086% among 350,000;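 active = mean inhibition across replicates of 30% or more, regardless of how many single replicates reach that level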;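 note: positive control wells lacked labelled fibronectin entirely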
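Assay system: AH1F fibroblasts / Quantity: 10000 cells per well / Medium: DMEM plus 2% serum, read in PBS / Reagent: labelled fibronectin 24 nM / Dosing: single dose, pinned / Times: 1 h cell attachment, overnight exposure to compound and label / Signal: fluorescence, ex 485 nm, em 525 nm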
C2C12 statin: protects C2C12 myotubes from simvastatin toxicity; hit rate 0.78% among 330,000; rescue of ATP level, % at 7.49 µM; ATP luminescence, 48 h; scaled: DMSO 0, geranylgeraniol control 100;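 active = mean ATP rescue above about 67%, or every replicate alone reaching that limit, limit read from the data, passing the limit was not always enough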;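 note: myotubes were challenged with 10 µM simvastatin during compound exposure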
INS-1E GSIS act: primary screen for activators of insulin secretion dependent on glucose, INS-1E cells, GLuc reporter luminescence | INS-1E GLuc reporter insulin secretion, 2-3 h | activation, % at 16.6 µM | hit rate 0.61% among 370,000 | AID 743287;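 active = lowest replicate activation of at least 40%, so every replicate reaches that level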;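 note: 0% = median of neutral control wells and 100% = median of IBMX positive control wells; some compounds called inactive have numbers as strong as hits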
CFTR F508del cor: correctors of CFTR F508del function in bronchial epithelial cells; hit rate 0.36% among 350,000; CFBE cells, YFP halide quenching; stimulated with forskolin plus potentiator P3; % fluorescence drop versus neutral controls; AID 720511; activity (quench increase), % at 7.58 µM;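 active = mean added fluorescence quench of at least 8% versus neutral control, with both replicates also reaching 8%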;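 note: cells transiently co-express mutant CFTR-F508del with the halide-sensitive YFP; corrector assay measuring rescue of mutant channel to the surface after 24 h compound exposure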
PglD DTNB: PglD (C. jejuni) enzyme inhibition; purified PglD enzyme, DTNB colorimetric CoA detection; inhibition, % at 12.5 µM; hit rate 0.098% among 360,000; in the data active = inhibition above about 16%, passing the limit was not always enough; note: strong numbers were not always called active
Cneo AK release: causes C. neoformans cell lysis; hit rate 0.2% among 360,000; AID 651654; adenylate kinase release luminescence, 4 h; normalised: neutral wells 0, clomiphene wells 100; lysis activity, % at 15 µM;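 active = mean lysis activity across replicates of at least 80%, whatever share of replicates individually reach that level; inactive = mean lysis activity below 80%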
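Material – log-phase Cryptococcus neoformans yeast cells · Input – 5 × 10^6 yeast cells/mL · Medium – fresh YPD growth medium · Doses – single compound concentration per well · Timing – static 4 h at 37 °C with compound, 1 h detection · Detection – adenylate kinase release luminescence · Read-out – signal increase indicating cell lysis · Control set – Clomiphene as positive lysis control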
miR-122 sensor: blocks miR-122 activity in Huh7 sensor cells; Huh7 miR-122 Renilla luciferase sensor, 48 h; neutral wells = 0, positive control = 100; activation (reporter increase), % at 12.5 µM; AID 602342; hit rate 0.3% among 340,000;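 active = mean replicate activation score at least 90 and every replicate individually at or above 90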;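 note: higher luciferase means less miR-122 activity so hits act as miR-122 inhibitors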
PGC1a acetyl inh: modulators of PGC1a acetylation. U2OS PGC1a acetylation, AlphaScreen anti-acetyl-lysine; with virally co-expressed GCN5 acetyltransferase. inhibition, % at 15.6 µM. hit rate 0.17% among 350,000;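 active = every replicate shows inhibition of at least 40%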;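 note: 0% = neutral control wells and 100% = positive control wells; some results beyond the cut were filed as inactive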
* = called active by the depositor; x = no result given; & = joins results of further samples; [ ] = remark or other dose.

SMILES	FN deposition inh	C2C12 statin	INS-1E GSIS act	CFTR F508del cor	PglD DTNB	Cneo AK release	miR-122 sensor	PGC1a acetyl inh
C[C@@H]1CN([C@@H](C)CO)C(=O)Cc2cc(NC(=O)Nc3cccc4ccccc34)ccc2O[C@H]1CN(C)S(=O)(=O)c1ccc(F)cc1	x	57	4	2.9	1	1	-6[16.7 µM]	10
O=C(Nc1ccccc1F)N1CCCCN2[C@@H](CO)[C@@H](c3ccc(-c4cccnc4)cc3)[C@@H]2C1	x	x	-3	-1.9	-5	0	-2[16.7 µM]	-2
O=C(OCN1C(=O)c2ccccc2C1=O)c1cc(S(=O)(=O)N2CCOCC2)ccc1F	6	-7	2	-3.3	1	1	-5	x
COC(=O)C1=C(C)N(c2ccc(C)cc2)/C(=C/c2cccs2)C1=O	-1	4	30	x	-1	-2	-1	-10
CNC(=O)CN1C(=O)COc2ccc(S(=O)(=O)N3CCCCCC3)cc21	4	1	17	-1.6	-4	5	1	-7
Cc1cc2oc(=O)cc(CN3CCCCC3C)c2cc1C(C)C (stereo not drawn)	-12	14	8	0.7	2	-1	-15	8
COc1ccc(S(=O)(=O)NCCc2ccccc2)cc1OC	2	10	28	x	-2	0	x	x
COC(=O)C[C@H]1CC[C@H]2[C@@H](COc3ccc(NC(=O)c4ccc(F)c(F)c4)cc3C(=O)N2C)O1	-1	13	0	1.3	-4	1	-8[16.7 µM]	-4
COc1ccc(-c2ccc3c(c2)O[C@H](CN(C)C(=O)c2ccccc2F)[C@H](C)CN([C@H](C)CO)S3(=O)=O)cc1	x	-5	-20	-0.4	2	-2	-7[16.7 µM]	11
CN(CC(=O)NCCc1ccc(S(N)(=O)=O)cc1)Cc1c(F)cccc1Cl	-7	24	29	2.5	0	-36	x	x
O=C(/C=C/c1ccco1)NC(=S)Nc1ccccc1N1CCOCC1	x	-10	x	x	-6	7	10	x
CCN(c1ccccc1)S(=O)(=O)c1ccc(Cl)c(NC(=O)CSc2nc(N)cc(=O)[nH]2)c1	9	10	10	-0.5	-2	0	5	3
CN1/C(=C\C(=O)CSc2cccc[n+]2[O-])C(C)(C)c2ccccc21	-19	x	-59	-3.8	x	x	x	3
C[C@@H]1CN([C@@H](C)CO)C(=O)c2cccc(NS(C)(=O)=O)c2O[C@H]1CN(C)C(=O)Nc1ccccc1	-7	6	6	-2.9	-1	-2	-9[16.7 µM]	2
N#C/C(=C\c1ccc(N2CCOCC2)o1)c1ccccc1	x	37	-19	-1.9	-3	0	2	-9
Cc1cc(C)n2nc(SCC(=O)N3CCCCC3C)nc2n1 (stereo not drawn)	3	-3	-13	2.0	-4	1	-6	-9
CCn1c(=NC(=O)CS(=O)(=O)c2ccc(C)cc2)sc2cccc(OC)c21	10	-24	-40	-0.6	1	0	-1	4
CCOC(=O)C1CCN(C(=O)COC(=O)CNS(=O)(=O)c2ccc(SC)c([N+](=O)[O-])c2)CC1	0	14	-5	-2.0	-6	3	-4	9
Cc1ccc2[nH]c(C(=O)O)c(NC(=O)CN3CCN(c4cccc(C)c4C)CC3)c2c1	x	-6	x	x	3	0	5	15
C[C@H](CO)N1C[C@H](C)[C@H](CN(C)Cc2ccc(F)cc2)Oc2ncc(-c3cncnc3)cc2C1=O	-8	11	10	0.9	-3	-4	-3[16.7 µM]	-2
CCn1cnc2c1c(=O)n(CC(=O)Nc1cc(C)on1)c(=O)n2Cc1ccccc1	-15	12	x	x	-4	2	3	5
COc1ccc(-c2noc(CCCC(=O)Nc3ccc(C(N)=O)cc3)n2)cc1	x	-3	x	x	0	3	-1	8
CC(C)(C)c1ccc(C(=O)NCC2CCCN2S(=O)(=O)c2ccccc2)cc1 (stereo not drawn)	3	-58	-8	-1.1	-1	-5	4	-11
Cc1ccccc1NC(=O)CC(=O)c1ccccc1	-11	6	-5	3.1	12	1	-1	12
CNC[C@H]1OCCCC[C@@H](C)Oc2ccc(NC(=O)c3ccncc3)cc2C(=O)N([C@@H](C)CO)C[C@H]1C	x	2	-8	-0.4	-2	-2	1[16.7 µM]	10
SMILES	FN deposition inh	C2C12 statin	INS-1E GSIS act	CFTR F508del cor	PglD DTNB	Cneo AK release	miR-122 sensor	PGC1a acetyl inh
O=C1C=C(c2ccc3ncccc3c2)C[C@@H](c2ccc(F)cc2)C1	x	-5	x	x	0	0	0	-28
COc1ccc(/C=N/NC(=O)CSc2nnc(CCCc3ccc(OC)c(C)c3)o2)cc1	x	6	-12	x	6	0	-5	-6
Nc1nc(O)c(CC(=O)O)s1	-15	0	0	-3.0	7	-1	x	x
CCn1nc(C(=O)NCCc2ccc3c(c2)OCCO3)c2ccccc2c1=O	x	-6	7	4.2	-3	1	-5	-22
COc1ccc(CNC(=S)Nc2ccccc2)cc1Cl	0	4	-7	0.9	-6	28	25	0
O=C1Cc2ccccc2C(=O)N1c1ccccc1	18	-2	-2	0.2	-5	0	5	x
C[C@H]1CN([C@@H](C)CO)C(=O)c2cc(C3=CCCCC3)cnc2O[C@H]1CN(C)C(=O)Cc1ccccc1	x	-96	-10	-3.4	2	0	11[16.7 µM]	-13
CC1(C(=O)NS(=O)(=O)c2cccc(Cl)c2)CCN1C(=O)CC1CCCC1 (stereo not drawn)	7	7	7	3.2	-1	3	-1	-8
O=C(CCc1nnc2ccc(NCc3ccco3)nn12)Nc1ccccn1	3	-7	9	-1.3	8	-1	-12	7
Cc1ccc2c(CN3CCN(CCO)CC3)cc(=O)oc2c1C	8	5	39	x	-3	-1	-3	1
Cc1cc(NCCCO)n2c(nc3ccccc32)c1C#N	8	x	13	2.1	x	-1	-7	-9
CCOC(=O)c1c(NC(=O)CSc2nnc(-c3cccnc3)n2Cc2ccco2)sc(C)c1C	15	-12	x	x	13	-10	-4	-28
C[C@H](CO)N1C[C@H](C)[C@@H](CN(C)S(=O)(=O)c2ccccc2)Oc2c(NC(=O)C3CC3)cccc2C1=O	-5	-13&-8	3&-2	-0.6&-0.6	-4&1	-1&2	15[16.7 µM]	x
CC1CN(S(=O)(=O)c2cccc3nsnc23)CC(C)O1 (stereo not drawn)	15	37	x	x	3	-2	-3	3
CCn1c(SCC(=O)N(C)Cc2ccc(OC)c(F)c2)nc2cc(S(N)(=O)=O)ccc21	8	3	4	2.8	-7	-2	-2	-9
Cc1ccc(NC(=O)CN2C(=O)N/C(=C\c3cccn3-c3cccc(C(=O)O)c3)C2=O)cc1	x	-2	x	x	-2	-2	-4	9
O=C(NC1CCCCC1)N[C@@H]1CC[C@@H](CCNS(=O)(=O)c2ccc(Cl)cc2)O[C@H]1CO	2	17	-10	-2.6	0	94*	x	3
O=C(Nc1cc(F)ccc1F)N[C@H]1CC[C@@H](CCn2cc(C3CC3)nn2)O[C@@H]1CO	-4	-8	3	2.0	1	3	-3[16.7 µM]	17
CCCc1cc(C(=O)NNC(=S)NCC)c2ccccc2n1	-1	x	22	x	1	x	0	4
O=C(c1cccc(F)c1)N1CCCCN2[C@H](CO)[C@@H](c3ccc(C#CC4(O)CCCC4)cc3)[C@H]2C1	3	-7	8	-3.6	9	2	-8[16.7 µM]	4
O=C(N[C@H]1CC[C@H](CCn2cc(C3CC3)nn2)O[C@@H]1CO)c1cccnc1	9	-3	-12	-1.5	-1	6	-1[16.7 µM]	4
O=C(O)c1cc(NS(=O)(=O)c2cccc3nsnc23)cc(C(=O)O)c1	-2	0	1	-3.1	-2	3	-3	1
COc1ccc(S(=O)(=O)N2CCOC23CCN(C(=O)c2ccccc2Br)CC3)cc1	4	1	0	-0.6	0	6	3	3
O=C(Nc1ccc(F)cc1)N1CC(=O)N2[C@H](CO)[C@@H](c3ccc(C#Cc4cccnc4)cc3)[C@H]2C1	-4	x	3	-2.3	x	x	x	5
CN(CCCNC(=O)CCC(=O)N1CCOc2ccc(Cl)cc21)Cc1ccccc1	4	-7	x	-2.1	4	3	-6	10

Results in PglD DTNB, for 7 of the compounds above:
SMILES,PglD DTNB
CC1CN(S(=O)(=O)c2cccc3nsnc23)CC(C)O1 (stereo not drawn),3
CCn1c(SCC(=O)N(C)Cc2ccc(OC)c(F)c2)nc2cc(S(N)(=O)=O)ccc21,-7
Cc1ccc(NC(=O)CN2C(=O)N/C(=C\c3cccn3-c3cccc(C(=O)O)c3)C2=O)cc1,-2
O=C(NC1CCCCC1)N[C@@H]1CC[C@@H](CCNS(=O)(=O)c2ccc(Cl)cc2)O[C@H]1CO,0
O=C(Nc1cc(F)ccc1F)N[C@H]1CC[C@@H](CCn2cc(C3CC3)nn2)O[C@@H]1CO,1
CCCc1cc(C(=O)NNC(=S)NCC)c2ccccc2n1,1
O=C(c1cccc(F)c1)N1CCCCN2[C@H](CO)[C@@H](c3ccc(C#CC4(O)CCCC4)cc3)[C@H]2C1,9

More results.
SMILES	FN deposition inh	C2C12 statin	INS-1E GSIS act	CFTR F508del cor	PglD DTNB	Cneo AK release	miR-122 sensor	PGC1a acetyl inh
COc1ccc(CNC(=O)C[C@@H]2C[C@H]3c4cc(NC(=O)NC5CCCC5)ccc4O[C@H]3[C@H](CO)O2)cc1	-2	1	7&3	-0.7	5	2	-3	4
CC(OC(=O)c1oc2ccccc2c1COc1ccccc1)C(=O)NC(N)=O (stereo not drawn)	-5	x	-3	-3.5	x	x	-4	-18
C[C@@H]1CN([C@H](C)CO)C(=O)c2cc(C#Cc3ccccc3F)cnc2O[C@@H]1CN(C)S(=O)(=O)c1ccccc1F	6&2	4&27&12	3&-6	1.7&-2.2&-3.8	2&0&0	4&1&0	-5	1&1&10
O=C(CCN1CCOCC1)Nc1ccc2c(c1)CCC2	x	-3	x	x	-1	1	-9	-9
O=C(Nc1ccc(Cl)cc1F)c1ccc(-n2cncn2)cc1	-3	-8	14	-2.3	2	1	x	x
COc1ccc(Cl)cc1C(=O)Nc1ccc(Br)c(C)n1	8	-31	-1	-2.9	-5	3	-3	-4
C[C@@H]1CN([C@@H](C)CO)C(=O)c2cc(NS(=O)(=O)c3ccc(Cl)cc3)ccc2O[C@@H](C)CCCCO[C@@H]1CN(C)C(=O)Nc1ccc(F)cc1	-6	x	-15	2.0	10	2	11[16.7 µM]	3
Cc1cc(=O)oc2cc(NC(=O)C(C)Oc3cccc(Cl)c3)ccc12 (stereo not drawn)	13	-20	16	-0.3	-1	2	3	-3
COc1ccc(CCNC(=O)C2CCN(C(=O)c3ccc(Br)cc3)CC2)cc1	-9	-9	-5	-0.1	-5	0	-6	-12
CCN(CCO)c1ccc(NC(=S)Nc2cccc(S(=O)(=O)N(C)C)c2)cc1	-3	-6	-3	2.3	x	x	-3	19
O=C(COc1ccc(Br)cc1Cl)NC(=O)Nc1ccc2c(c1)OCCO2	-1	x	19	0.3	2	2	x	8

Three compounds drawn at random from those above, as already listed:
SMILES	FN deposition inh	C2C12 statin	INS-1E GSIS act	CFTR F508del cor	PglD DTNB	Cneo AK release	miR-122 sensor	PGC1a acetyl inh
O=C(COc1ccc(Br)cc1Cl)NC(=O)Nc1ccc2c(c1)OCCO2	-1	x	19	0.3	2	2	x	8
O=C(CCN1CCOCC1)Nc1ccc2c(c1)CCC2	x	-3	x	x	-1	1	-9	-9
CCN(CCO)c1ccc(NC(=S)Nc2cccc(S(=O)(=O)N(C)C)c2)cc1	-3	-6	-3	2.3	x	x	-3	19
